Source: PubChem (several laboratories)
NR5A2 inv ag – inverse agonists of human LRH-1 (NR5A2); O00482; HEK293T StAR-luciferase reporter, LRH-1 transfected, 24 h; inhibition, % at 3.6 µM; actives 0.13% (n = 360,000);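 active means inhibition above the mean inhibition of all tested compounds plus 3 SD, cut at about 73% in these data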;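 further: 0% = DMSO wells and 100% = reporter-only cells lacking LRH-1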
KKLEB cytotox – counter-screen for CF NF-kB inhibitors: cytotoxicity | KKLEB CF airway cells viability, ATPlite luminescence, overnight; hits give low values; cells stimulated with P. aeruginosa culture filtrate | activity change (cytotoxicity), % at 5 µM | actives 0.36% (n = 360,000);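 active means corrected activity change at or below -50% at 5 µM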
EBV LMP1 NFkB – inhibitors of Epstein-Barr LMP1-induced NF-kappaB reporter; LMP1-induced NF-kappaB luciferase reporter cells, luminescence; actives 0.69% (n = 350,000); inhibition, % at 12.5 µM; in the data active means inhibition above about 41%;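 further: 0% = neutral control wells and 100% = reference inhibitor control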
SRC2 inh – inhibits human steroid receptor coactivator 2; inhibition, % at 9 µM; AID 651957; actives 0.17% (n = 370,000); HEK293 GAL4-SRC2 luciferase reporter, luminescence;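 active means inhibition above the mean inhibition of all tested compounds plus 3 SD, set per campaign, cut at about 52% in these data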;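 further: 0% = DMSO treated cells and 100% = cells given Gossypol at 36 µM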
NR2F2 inh – NR2F2 (human) inhibition, primary screen. P24468. HEK293T NGFI-A luciferase reporter, luminescence. inhibition, % at 8.6 µM. actives 0.7% (n = 370,000). AID 686940;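 active means inhibition above a per-plate cutoff, mean inhibition of test wells between control levels plus 3 SD, cut at about 38% in these data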;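 further: cells cotransfected with COUP-TFII expression vector driving the NGFI-A reporter; 0% = median of COUP-TF2 test wells and 100% = reporter-only cells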
TWEAK Fn14 block – TWEAK-Fn14 signaling inhibition; TWEAK-stimulated Fn14 reporter cells, luciferase luminescence, 8 h; inhibition, % at 10 µM; actives 2% (n = 360,000); AID 1159606; in the data active means inhibition above about 50%
CF NFkB inh – blocks PAF-induced NF-kB reporter in cystic fibrosis cells; KKLEB NF-kB-GFP reporter, GFP fluorescence overnight; inhibition, % at 5 µM; actives 0.86% (n = 360,000);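 active means at least 50% inhibition at 5 µM, scaled per plate between neutral and stimulator controls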;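 further: PAF is a Pseudomonas aeruginosa culture filtrate used as stimulus; plate controls were PAF-stimulated DMSO wells for no effect and unstimulated DMSO wells for full effect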
SRC3 inh – inhibitors of human steroid receptor coactivator 3 (SRC3); Q9Y6Q9; HEK293 GAL4-SRC3 luciferase reporter, luminescence; inhibition, % at 3.6 µM; actives 0.17% (n = 360,000); AID 588352;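 active means inhibition above a per-campaign cutoff, the mean of all compounds plus 3 SD, cut at about 60% in these data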;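 further: 0% = DMSO-treated cells and 100% = gossypol-treated cells at 36 µM; higher means less SRC3-driven luciferase light from the GAL4 reporter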
C8 TRAIL sens – sensitizes caspase-8 expressing cells to TRAIL | NB7+C8 cells + TRAIL, ATPlite viability luminescence | inhibition (viability loss, TRAIL sensitization), % at 10 µM | actives 1% (n = 360,000) | AID 624354;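 active means compounds causing at least 50% loss of cell viability in the single-dose screen, relative to plate controls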
SRC1 inh – human NCOA1 inhibition; HEK293 GAL4-SRC1 luciferase reporter, luminescence; inhibition, % at 3.6 µM; actives 0.12% (n = 360,000); AID 588354;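 active means inhibition above the campaign mean plus 3 SD, with each screening campaign given its own cutoff, cut at about 60% in these data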;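 further: 0% = DMSO treated cells and 100% = gossypol at 36 µM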
TROY NFkB inh – blocks TROY-dependent signaling in reporter cells. actives 0.98% (n = 360,000). inhibition, % at 10 µM. Q293 LMP1-TROYcd NF-kB luciferase reporter, 4 h;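 active means compounds whose plate-normalised and pattern-corrected inhibition of the luciferase reporter signal at the single screening dose is 50% or more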
* marks the source's active call; other numbers are inactive results; / = not tested or not shown.

SMILES	NR5A2 inv ag	KKLEB cytotox	EBV LMP1 NFkB	SRC2 inh	NR2F2 inh	TWEAK Fn14 block	CF NFkB inh	SRC3 inh	C8 TRAIL sens	SRC1 inh	TROY NFkB inh
CCSc1nnc(NC(=O)CSc2c(Cl)cccc2Cl)s1	-6	3	-11	-7	9	-15	-4	1	-7	-3	-13
CCc1ccc(-c2ccc3nnc(SC)n3n2)cc1	10	12	-15	-21	-33	-45	-34	0	2	-18	-24
O=C(Cc1c(F)cccc1Cl)Nc1cccc(S(=O)(=O)NC2=NCCCCC2)c1	20	0	-1	14	0	2	5	-22	19	4	-19
COC(=O)Cn1ncc(N2CC(C)OC(C)C2)c(Cl)c1=O (stereo unspecified)	14	6	0	-18	9	30	10	-4	-9	1	8
Cc1ccc2ccc3ccc(C)nc3c2n1	89*	4	39	4	21	-17	3	56	17	53	-19
O=C(NNC(=O)c1cc(C(F)(F)F)cc(C(F)(F)F)c1)c1ccc(Cl)cc1	-8	4	/	-3	-2	3	-6	16	13	12	-8
Cc1ccc(SCC(=O)NC2CCS(=O)(=O)C2)cc1 (stereo unspecified)	12	16	-2	7	-7	14	9	-12	-5	-3	10
COc1ccc(-c2n[nH]c(C)c2-c2ccc(OC)c(OC)c2)c(O)c1	6	-3	-7	-11	-6	22	3	6	1	2	-4
CN(C)CCCN=C(NO)c1ccc(Cl)cc1Cl	7	-14	-16	-17	8	5	3	23	-3	18	-11
O=C(CSc1ccc(Br)cc1)NCC1(N2CCCCC2)CCCCC1	7	-6	-2	18	-8	7	10	6	11	-2	-5
O=c1[nH]c(N2CCOCC2)nc2ccccc12	13	-2	4	-19	-4	-4	8	8	-8	10	-13
COc1ccc(/C=C/C(=O)OCC(=O)Nc2ccc(Cl)cc2F)cc1S(=O)(=O)N1CCOCC1	-10	-12	-6	-3	-10	5	10	19	10	-10	1
COc1ccc(C2=NN(C(=O)C(O)c3ccccc3)C(O)(C(F)(F)F)C2)cc1 (stereo unspecified)	0	0	4	-49	8	14	5	-12	3	0	3
Cc1ccccc1N1CC(C(=O)Nc2ccc(S(=O)(=O)N3CCCCC3)cc2)CC1=O (stereo unspecified)	21	1	1	10	27	-1	-3	0	5	10	14
Cn1c(CNC(=O)c2ccc3c(c2)OCO3)nnc1SCC(=O)Nc1ccc(F)cc1	1	6	-9	-5	9	-1	-4	-13	-12	-19	-6
Cc1noc2ncnc(Oc3ccc(C(C)(C)C)cc3)c12	-6	-11	3	-21	-10	-4	3	10	-9	7	-15
O=C(N/N=C/c1ccc[nH]1)c1ccccc1OCc1ccc(F)cc1	-10	-8	5	-5	4	-13	8	-8	-7	-8	11
Cn1c(C(=O)NCc2cccnc2)cc2sccc21	2	-14	-15	12	8	10	-8	-10	-9	-6	24
O=C(NC1CCCCC1)c1cc2nc(-c3ccco3)cc(C(F)(F)F)n2n1	5	-12	-12	/	/	-5	23	9	18	-14	-2
O=C(Cc1ccc(Cl)cc1)NNC(=O)c1cnccn1	-7	5	1	11	2	5	-1	7	2	10	8
Cc1ccc(S(=O)(=O)N2CCC(=O)N(C(COCc3ccc(Cl)cc3Cl)Cc3ccccc3)CC2)cc1 (stereo unspecified)	9	2	5	-7	-5	8	30	-1	-7	-2	4
COc1ccc(C(C(=O)NC2CCCCC2)N(C(=O)c2sc(C)nc2C)c2ccc(C(C)=O)cc2)cc1 (stereo unspecified)	-21	-7	-12	11	3	6	20	22	-7	-1	-13
CCN(CC)C(=O)c1ccc(NS(=O)(=O)c2ccccc2)cc1	-3	-6	1	-3	2	-16	8	-6	-7	-1	2
CCOc1ccc(-c2nnc(SCC(=O)N3CCOCC3)o2)cc1	-30	0	-9	-10	-20	-21	10	-14	-15	-26	-14
Cc1ccc(NS(=O)(=O)c2c(C)[nH]c(=O)[nH]c2=O)cc1C	-2	3	-3	-3	-12	12	-9	4	-11	-4	-3

Some of these compounds in order of number of heavy atoms, rising.
SMILES	NR5A2 inv ag	KKLEB cytotox	EBV LMP1 NFkB	SRC2 inh	NR2F2 inh	TWEAK Fn14 block	CF NFkB inh	SRC3 inh	C8 TRAIL sens	SRC1 inh	TROY NFkB inh
O=C(N/N=C/c1ccc[nH]1)c1ccccc1OCc1ccc(F)cc1	-10	-8	5	-5	4	-13	8	-8	-7	-8	11
Cn1c(CNC(=O)c2ccc3c(c2)OCO3)nnc1SCC(=O)Nc1ccc(F)cc1	1	6	-9	-5	9	-1	-4	-13	-12	-19	-6
COc1ccc(/C=C/C(=O)OCC(=O)Nc2ccc(Cl)cc2F)cc1S(=O)(=O)N1CCOCC1	-10	-12	-6	-3	-10	5	10	19	10	-10	1

Following part:
SMILES	NR5A2 inv ag	KKLEB cytotox	EBV LMP1 NFkB	SRC2 inh	NR2F2 inh	TWEAK Fn14 block	CF NFkB inh	SRC3 inh	C8 TRAIL sens	SRC1 inh	TROY NFkB inh
Nc1c(N(CCCO)C(=O)C2CCCC2)c(=O)[nH]c(=O)n1Cc1ccccc1	-4	1	3	17	-2	-48	14	-8	-10	-4	6
CC(=O)N1CCC(C(=O)NCCOc2cccc(C)c2)CC1	-8	3	-2	-11	9	26	6	-12	8	8	3
O=C(CN1C(=O)NC2(CCCCC2)C1=O)N1CCN(c2ncccn2)CC1	-11	4	5	-14	-8	-4	16	-20	-2	-15	4
CN=C(c1ccccc1)c1c(C)cccc1C	14	14	0	1	-4	-6	-2	20	-2	-14	12
CCO[C@@H]1OC(C(=O)N2CCN(C)CC2)=C[C@H](c2csc3ccccc23)[C@H]1CCCO	-6	12	-2	-20	-24	0	-14	-9	-14	6	-1
Cc1occc1C(=O)Nc1ccc(OCc2ccccc2)cc1	-103	-7	-43	-105	-34	-18	-11	-61	35	-109	-40
Cc1cc(C)n(CCNC(=O)c2ccc3c(c2)OCO3)n1	-4	13	0	-30	-14	6	-2	-5	9	-16	11
CN1N=C(N)c2cn(C3OC(COP(=O)(O)O)C(O)C3O)c3ncnc1c23 (stereo unspecified)	-15	-26	3	-18	-17	19	29	-22	2	-20	24
O=C(O)COc1ccc(Nc2ccccc2)cc1	6	-2	-3	18	13	3	4	7	-3	2	6
COC(=O)c1[nH]c2ccc(C)cc2c1NC(=O)CN1CCC(C)CC1	3	13	12	10	-3	16	-5	-1	0	-10	1
Cc1noc(C)c1CSCC(=O)Nc1cc(S(=O)(=O)N2CCOCC2)ccc1OCC(F)(F)F	-9	1	-2	-6	14	-5	-23	3	-7	-7	10
O=C(Nc1ccccc1C(=O)NC(Cc1ccccc1)C(=O)O)c1ccco1 (stereo unspecified)	4	9	5	1	-4	9	-9	-15	-10	6	1
CCn1c2ccccc2c2cc(NC(=O)c3ccc(C)c([N+](=O)[O-])c3)ccc21	8	1	11	-12	-13	-27	32	10	9	-4	-13
CC(=O)N(Cc1ccco1)c1nc(C(=O)Nc2ccc(Cl)cc2)c(C)s1	-19	14	-16	-12	-3	0	-1	-6	6	-21	-64
O=C(NCc1cccc(Cl)c1)C1CCC(=O)N(CCN2CCOCC2)C1 (stereo unspecified)	12	-4	-1	-20	-9	6	8	8	-1	0	1
CN(C)CCn1c2c(c(SCC(=O)NCc3ccccc3)nc1=O)CCCC2	-1	13	-2	-8	-21	9	-7	-7	0	-1	-2
O=C(OCC(=O)N(C1CCCCC1)C1CCCCC1)c1ccc(Cl)nc1	-6	17	-7	5	-8	1	-8	-2	-6	7	-10
CCCCCC(=O)NC(=S)Nc1ccc(N2CCOCC2)cc1	-14	13	-3	7	2	-16	17	-3	3	-4	-34
Cc1sc2nc(-c3ccc(Br)cc3)oc(=O)c2c1C	20	0	-14	/	/	24	-1	5	6	7	-22
O=C(NCCCNCc1ccccc1)c1ccc(/C=N/O)nc1	-18	4	-7	-4	-5	-14	-1	2	2	7	-12
Cn1nc(C(C)(C)C)cc1C(=O)O	14	-1	2	-3	2	2	6	28	-1	-1	2
CCc1cccc2c(C(=O)COC(=O)c3ccccc3)c[nH]c12	-32	-18	-19	-17	-29	-14	15	-54	8	-52	-48
C#CCOCCOCCOCCNc1nc(N2CCN(C(=O)C([C@@H](C)O)n3cc([C@@H](N)CCCCN)nn3)CC2)nc(N2CCN(C(=O)[C@H](CCCCN)n3cc([C@@H](N)CC(N)=O)nn3)CC2)n1 (stereo partly specified)	2	5	7	9	16	-4	12	-39	-6	5	-9
NC(=O)c1sc2cc(C(F)(F)F)cnc2c1-c1cccs1	-9	-4	9	-30	3	2	25	21	-9	13	-20
COc1ccc(N=CC2=C(O)CC(C)(C)CC2=O)cc1	-20	-1	-15	-62	-28	-32	16	-21	-4	-39	-56
CCC[C@@H]1CCCO[C@@](C(=O)NCc2ccccn2)(C(F)(F)F)C1	1	6	-16	13	2	-8	-13	13	-1	2	3
O=C(O)C1(Nc2ccccc2)CCCC1	16	8	-5	17	-5	-8	10	2	-5	-18	-11
Cc1ccc(N2/C(=N/c3nc(C)cc(C)n3)NC(=O)CC2C(=O)O)cc1 (stereo unspecified)	-11	10	5	2	-22	-2	11	17	-9	-6	-12
CC(=O)CC(=O)Nc1ccc2ccccc2c1	-4	11	-6	2	-9	13	-5	-13	-4	-5	-2
COc1ccc(-n2c(SCC(=O)Nc3nccs3)nc3sc4c(c3c2=O)CCN(C)C4)cc1	15	4	0	3	10	-22	-20	5	-2	8	12
O=c1c2[nH]c3ccccc3c2ncn1Cc1ccco1	-20	0	-10	-21	-17	-20	-2	-12	26	-4	-32
CC1(C(=O)OCC(=O)NCc2ccc(Cl)cc2)CC1(Cl)Cl (stereo unspecified)	4	-4	-4	-7	6	-19	14	1	2	7	-24
Cc1cc(NC(=O)/C=C/c2cccc(F)c2)n(-c2nc3ccccc3[nH]2)n1	6	-31	4	-11	-7	-16	33	-11	14	-15	-11
O=C(CSc1nc2ccc(Nc3nc(N4CCCC4)nc(N4CCCC4)n3)cc2s1)NCc1ccco1	-8	-3	-3	15	4	33	-19	14	-4	-9	20
Cc1cc(C)c([C@@H]2C[C@H]3CN(C4CCCC4)C(=O)[C@]34CCCN24)c(-n2cccn2)c1	13	1	-1	24	10	-3	-15	-7	3	-45	-17
Cc1ccc(OCC(O)CN2CCOCC2)cc1 (stereo unspecified)	0	1	-6	-1	11	-3	4	7	6	15	10
O=C(OCC#CCSc1nnc(-c2ccccc2)o1)c1ccco1	-3	0	-2	-25	-12	-2	-9	-19	39	-5	-6
O=C(CN1C(=O)c2cccc3cccc1c23)NCc1ccc2c(c1)OCO2	7	7	-8	4	5	-14	-3	22	38	-12	3
C/C(=N/NC(=O)CNC(=O)COc1ccccc1)c1ccco1	-14	4	2	30	-12	-20	-6	14	-1	13	5
O=C(COc1ccc(F)cc1)N(Cc1ccco1)C1CCS(=O)(=O)C1 (stereo unspecified)	13	-2	4	-9	0	-2	10	21	-17	-10	-24
COc1ccc(S(=O)(=O)N2CCCCCC2)cc1C(=O)N(C)CCOc1ccc(Cl)cc1	10	-15	9	14	10	14	10	-6	15	14	17
CCCN1CCC(=O)N(CCOc2ccccc2)CC1	-6	4	-4	-38	-17	-10	-8	-10	4	-8	-10
C=CCn1c(CSCc2ccc(Cl)cc2)nnc1SCC(=O)NCc1ccccc1	-2	4	-8	6	2	25	1	2	18	6	15
